# Bioassay records as filed in PubChem.
# PPC-1+TRAIL kill: PPC-1 cancer cell killing with TRAIL present; PPC-1 cells + TRAIL, ATPLite viability luminescence; cell killing (% activity), % at 4 µM; 0.41% of 220,000 active; AID 1443;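 active = cell killing above 50% in the first pass at 4 µM, then a duplicate retest at 5 µM averaging 50% or more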;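 also: plate controls were cells with TRAIL plus DMSO for no effect and medium-only wells lacking cells for full effect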
# CHOP inhibitor: blocks CHOP induction under ER stress. CHO-K1 CHOP-promoter luciferase, tunicamycin-induced, 15-18 h. inhibition, % at 10 µM. 3.8% of 220,000 active;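 active = compounds that reduced the stress-induced luciferase reporter signal by more than about 70% of percent inhibition, limit read from the data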;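 also: 0% = tunicamycin plus vehicle and 100% = wells without tunicamycin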
# EP2 mod: EP2 receptor (human) modulation | EP2-expressing cells, cAMP HTRF FRET, PGE2 co-stimulation | P43116 | induction, % at 25 µM | 0.83% of 260,000 active;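 active = compounds whose cAMP rise, as percent of the full-agonist control response, exceeds 60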;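 also: rat C6 glioma line stably carrying human EP2 under a CMV promoter; the protocol text gives 20 µM as final concentration; 100% = response of wells given 1 µM PGE2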
# Target sequence (P43116 whole entry, looked up): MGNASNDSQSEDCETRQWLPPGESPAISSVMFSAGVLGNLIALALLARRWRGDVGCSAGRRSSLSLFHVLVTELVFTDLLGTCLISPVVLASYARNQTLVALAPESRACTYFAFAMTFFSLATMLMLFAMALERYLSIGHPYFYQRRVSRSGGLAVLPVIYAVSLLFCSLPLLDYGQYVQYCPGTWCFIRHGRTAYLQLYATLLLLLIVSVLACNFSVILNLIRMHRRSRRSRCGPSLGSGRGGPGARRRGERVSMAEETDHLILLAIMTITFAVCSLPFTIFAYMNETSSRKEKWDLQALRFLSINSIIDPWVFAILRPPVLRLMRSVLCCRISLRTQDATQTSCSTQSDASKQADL
# TRPN1 ag: zebrafish TRPN1 (NompC) channel agonism; HEK293 zebrafish TRPN1-YFP, Fluo-8 calcium fluorescence; 100% = response to 87 µM carbachol; activation, % at 3 µM; 0.18% of 220,000 active; AID 1424;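 active = activation above its plate's cutoff, the mean activation of test wells on that plate plus 3 SD, cut at about 19% in these data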;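 also: 0% = DMSO alone and 100% = 87 µM carbachol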
#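 Material: zebrafish TRPN1-YFP in HEK293 cells; Doses: single test compound dose, 3 µM nominal, 0.3% DMSO; Timing: dye loading 1 h at 37 °C, then 30 min room temperature; Technique: intracellular calcium fluorescence with Fluo-8; Benchmarks: high carbachol 87 µM, low DMSO alone.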
# TRPML3 agonist: human mucolipin-3 channel agonism | activation, % at 3 µM | 0.29% of 220,000 active | AID 1448 | HEK293 TRPML3-YFP, Fluo-8 calcium fluorescence; 100% = the carbachol control signal | Q8TDD5;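 active = activation above its plate's cutoff, the mean activation of the plate's test wells plus 3 SD, cut at about 12% in these data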;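 also: 0% = DMSO only wells and 100% = carbachol wells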
#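 Material: HEK293 cells stably carrying human TRPML3-YFP; compound dosing: single dose, 3 µM final nominal compound, 0.3% DMSO final; incubation: 1-h 37 °C dye load, 5-s basal, 120-s post-compound reads; technique: Fluo-8 intracellular calcium fluorescence, excitation 470-495 nm, emission 515-575 nm; read-out basis: percent activation from peak-to-basal fluorescence ratio, scaled between DMSO and carbachol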
# NPY-Y1 PAM-ag: potentiates or activates human NPY-Y1 receptor | P25929 | NPY-Y1 expressing cells, potentiator/agonist activation | activation, % at 3.6 µM | 0.37% of 220,000 active; in the data active = activation above about 33%, passing the limit was not always enough;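 also: cells stimulated with NPY at EC10 then isoproterenol at EC100; 0% = low agonist plus stimulus and 100% = saturating agonist plus stimulus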
# Target sequence (P25929 whole entry, looked up): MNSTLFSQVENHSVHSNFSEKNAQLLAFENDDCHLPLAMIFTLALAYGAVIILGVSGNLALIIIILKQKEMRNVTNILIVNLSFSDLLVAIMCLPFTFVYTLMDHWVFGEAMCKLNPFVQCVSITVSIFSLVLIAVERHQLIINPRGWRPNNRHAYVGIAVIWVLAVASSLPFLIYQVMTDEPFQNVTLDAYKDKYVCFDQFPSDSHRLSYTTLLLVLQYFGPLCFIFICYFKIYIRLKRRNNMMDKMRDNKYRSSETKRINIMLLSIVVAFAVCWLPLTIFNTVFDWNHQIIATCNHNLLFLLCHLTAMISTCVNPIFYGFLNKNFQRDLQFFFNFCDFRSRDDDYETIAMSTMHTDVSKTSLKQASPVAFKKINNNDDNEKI
# NPY-Y1 antag: blocks the human neuropeptide Y Y1 receptor | inhibition, % at 3.6 µM | 1% of 200,000 active | HEK293-CNG Y1 cells, membrane potential fluorescence; NPY at EC95, then isoproterenol;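 active = inhibition above the campaign mean inhibition of all tested compounds plus 3 SD, cut at about 20% in these data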;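 also: 0% = DMSO wells given NPY plus isoproterenol and 100% = isoproterenol alone without NPY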
#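 Benchmarks – high control isoproterenol alone, low control NPY with isoproterenol · Material – HEK293 Y1/CNG channel cell line · Times – dye 3 h, compound 60 min room temperature, stimulation 45 min · Probe or stimulus – NPY (25 nM), isoproterenol (1 µM), Ro 20-1724 (25 µM) · Evaluation – % inhibition of NPY effect · Signal – fluorescence, membrane potential probe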
# EP2 antag: blocks the human prostaglandin E2 receptor EP2 | 0.52% of 260,000 active | AID 1422 | C6 glioma cells expressing human EP2, cAMP TR-FRET; cells stimulated with saturating PGE2 | inhibition, % at 25 µM | P43116;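 active = percent inhibition above 40 after rounding to a whole number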;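 also: rat C6 glioma host cells with rolipram phosphodiesterase inhibitor present; the protocol text gives 20 µM as final concentration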
# 14-3-3 Bad inh: disrupts binding of bovine 14-3-3 zeta to phospho-Bad peptide. TR-FRET 14-3-3zeta/Dy647-pBad peptide displacement, 1 h. inhibition, % at 21.7 µM. 0.71% of 220,000 active. P63103;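 active = inhibition above about 70%, limit read from the data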;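 also: 0% = full 14-3-3 plus peptide FRET controls and 100% = background without 14-3-3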
# Target sequence (P63103 whole entry, looked up): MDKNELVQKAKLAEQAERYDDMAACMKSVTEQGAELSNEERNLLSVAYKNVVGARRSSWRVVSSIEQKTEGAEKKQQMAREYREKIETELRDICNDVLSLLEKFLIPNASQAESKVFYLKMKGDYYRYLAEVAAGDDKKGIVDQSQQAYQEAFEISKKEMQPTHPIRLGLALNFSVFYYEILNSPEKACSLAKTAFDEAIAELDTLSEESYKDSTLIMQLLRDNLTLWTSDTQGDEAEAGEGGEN
# * = called active by the depositor; x = not tested or not shown; & = joins results of further samples; [ ] = dose if it differs, or a comment. This is a subset; count on the stated rates, not on these rows.
# Letter code – A = PPC-1+TRAIL kill; B = CHOP inhibitor; C = EP2 mod; D = TRPN1 ag; E = TRPML3 agonist; F = NPY-Y1 PAM-ag; G = NPY-Y1 antag; H = EP2 antag; I = 14-3-3 Bad inh
COc1ccc(/C=N/Nc2nc(-c3ccc(C)cc3)c(NC(C)=O)s2)cc1OC
  A = 1; B = 4; C = -14; D = 0.8; E = 0.3; F = 19; G = x; H = 11; I = -11
COc1cc(/C=C/C(=O)OCC(=O)NCc2ccco2)ccc1OCC#N
  A = 6; B = -10; C = 11; D = 0.3; E = -0.3; F = -1; G = 1; H = 6; I = -5
CCN(CCO)Cc1csc2cccc(Br)c12
  A = 7; B = -8; C = -12; D = 0.8; E = -1.1; F = 10; G = -2; H = x; I = 38[fluorescence artefact?]
Cc1ccc(NC(=O)CSc2nnc(CCCCCNC(=O)OC(C)(C)C)o2)c(C)c1
  A = 18; B = 21; C = 20; D = 3.1; E = 0.7; F = -29; G = 3; H = 8; I = -8
OCCC1CN(Cc2nc3c(s2)CCCC3)CCN1Cc1ccccc1 (configuration not stated)
  A = -3; B = 4; C = -9; D = 1.5; E = 1.1; F = -5; G = x; H = 9; I = 0
O=C(CSc1cn(CC(=O)N2CCCC2)c2ccccc12)NCC1CCCO1 (configuration not stated)
  A = 24; B = -7; C = 9; D = 0.3; E = 0.8; F = 0; G = 4; H = 2; I = -10
O=C(NC(=S)Nc1ccccc1N1CCOCC1)c1sc2ccccc2c1Cl
  A = -3; B = -31; C = 12; D = 0.6; E = 0.6; F = -20; G = 2; H = -2; I = -5
COc1ccccc1NC(=O)COc1ccc(/C=N/NS(=O)(=O)c2ccc(C)cc2)cc1
  A = 2; B = -23; C = 16; D = -1.2; E = -1.3; F = -2; G = 14; H = 19; I = 0
CCN(C(=O)c1cc2cccc(OC)c2oc1=O)C1CCCCC1
  A = 12; B = 8; C = 2; D = 1.1; E = 0.1; F = 1; G = -2; H = 11; I = 8
COc1ccccc1OCC(=O)NCCSCc1ccc(Cl)cc1
  A = 28; B = 2; C = 1; D = -1.0; E = -0.8; F = -31; G = 4; H = 5; I = 17
O=C1CN(CC(=O)N2CCCCC2)c2ccccc2O1
  A = 7; B = -16; C = 4; D = 0.9; E = 0.8; F = 12; G = 1; H = 16; I = -3
O=C(Nc1ccc(N2CCN(Cc3ccccc3)CC2)cc1)c1ccccc1[N+](=O)[O-]
  A = 11; B = 6; C = -23; D = 0.4; E = 1.2; F = 5; G = -3; H = 0; I = -4
Clc1nc2sccn2c1/C=N/n1cnc2ccccc21
  A = 7; B = -24; C = -12; D = 2.0; E = 0.8; F = -9; G = 3; H = 8; I = 9
CCN(CC)S(=O)(=O)c1ccc(NC(=O)C(C)N(c2ccc(OC)cc2)S(C)(=O)=O)cc1 (configuration not stated)
  A = 23; B = 18; C = 6; D = 0.3; E = 0.4; F = 6; G = -6; H = 6; I = 13
CCOc1cc(C2NC(=S)NC(C)=C2C(=O)Nc2ccc(OC)cc2)ccc1O (configuration not stated)
  A = 11; B = -51; C = 8; D = -0.3; E = -0.1; F = -12; G = -5; H = 9; I = 4
COc1cccc(CN2CCCC(C(=O)c3ccc4c(c3)OCO4)C2)c1O (configuration not stated)
  A = 14; B = 12; C = -41; D = -0.1; E = -0.2; F = -10; G = 4; H = 0; I = 5
CN(C)C(=O)C[n+]1ccc(/C=N/O)cc1
  A = 15; B = -12; C = 34; D = -1.0; E = 0.1; F = -3; G = -2; H = 10; I = 38
CC1CN(C(=O)/C=C/c2ccc3c(c2)OCO3)CC(C)O1 (configuration not stated)
  A = -1; B = 5; C = 2; D = -0.1; E = 1.0; F = -5; G = 3; H = 11; I = 2
O=C(Nc1ccc(N2CCOCC2)cc1)C1CCCCN1S(=O)(=O)c1ccccc1 (configuration not stated)
  A = 18; B = 1; C = 12; D = 1.9; E = 0.8; F = 14; G = x; H = 3; I = 2
Cc1cccc(-n2c(=O)[nH]c3c(C(N)=O)nc(C(C)C)nc32)c1
  A = 10; B = -2; C = 23; D = -1.9; E = -1.2; F = 6; G = 2; H = 4; I = -9
O=C1CCCC2=C1C(c1cccc(O)c1)c1c(ccc3ncccc13)N2 (configuration not stated)
  A = -7; B = -13; C = -12; D = -1.0; E = 0.0; F = -10; G = -3; H = 1; I = -6
COC(=O)C1=C(C)N(CCc2ccccc2)C(=O)C1
  A = 10; B = -9; C = 26; D = 0.5; E = 0.1; F = 4; G = -1; H = 13; I = 7
CCC1(CC)NC(=O)N(CC(=O)OCC(=O)NC(=O)c2ccc(Cl)cc2)C1=O
  A = -1; B = 12; C = -26; D = 0.9; E = 0.6; F = -4; G = 1; H = 4; I = 4
CSc1nnc2c(n1)OC(c1ccc(C(=O)O)cc1)N(C(C)=O)c1ccccc1-2 (configuration not stated)
  A = 13; B = 13; C = 19; D = 1.0; E = 0.3; F = 4; G = 0; H = 9; I = 2
CC1(C)CC(O)CC(C)(C)N1CC(O)COCCOc1ccc(Br)cc1 (configuration not stated)
  A = 21; B = 7; C = -10; D = -0.5; E = 1.0; F = 26; G = -2; H = 14; I = 6
CCOC(=O)C1CCN(C(C(=O)NC2CCCCC2)c2ccc(OC)cc2)CC1 (configuration not stated)
  A = 8; B = 61; C = 13; D = 0.8; E = 0.5; F = -1; G = 4; H = 9; I = -9
COc1cccc(-c2cc(C(=O)Nc3ccn(Cc4ccc(C)cc4)n3)no2)c1
  A = -6; B = -8; C = -59; D = 0.4; E = 0.5; F = 4; G = 3; H = 6; I = 5
O=C(NC(=S)Nc1ccc2c(c1)OCO2)c1ccccc1
  A = 16; B = -19; C = -51; D = 2.3; E = 0.2; F = 0; G = 3; H = 15; I = -13[fluorescence artefact?]
CC(SCc1ccccc1)C(=O)Nc1ccccc1-c1ccccc1 (configuration not stated)
  A = 2; B = 33; C = 54; D = -2.5; E = -0.1; F = -29; G = 11; H = 9; I = -3
Cc1cccc(NC2=NCC(=O)N2CCc2ccccc2)c1
  A = 12; B = 11; C = 3; D = -0.7; E = 0.1; F = 17; G = -7; H = 15; I = 45[fluorescence artefact?]

# Exported field by field: two of the compounds above.
CC1CN(C(=O)/C=C/c2ccc3c(c2)OCO3)CC(C)O1 (configuration not stated)
  PPC-1+TRAIL kill: -1
  CHOP inhibitor: 5
  EP2 mod: 2
  TRPN1 ag: -0.1
  TRPML3 agonist: 1.0
  NPY-Y1 PAM-ag: -5
  NPY-Y1 antag: 3
  EP2 antag: 11
  14-3-3 Bad inh: 2
O=C1CCCC2=C1C(c1cccc(O)c1)c1c(ccc3ncccc13)N2 (configuration not stated)
  PPC-1+TRAIL kill: -7
  CHOP inhibitor: -13
  EP2 mod: -12
  TRPN1 ag: -1.0
  TRPML3 agonist: 0.0
  NPY-Y1 PAM-ag: -10
  NPY-Y1 antag: -3
  EP2 antag: 1
  14-3-3 Bad inh: -6

# Quoted at random: 5 entries already listed
# Letter code – A = PPC-1+TRAIL kill; B = CHOP inhibitor; C = EP2 mod; D = TRPN1 ag; E = TRPML3 agonist; F = NPY-Y1 PAM-ag; G = NPY-Y1 antag; H = EP2 antag; I = 14-3-3 Bad inh
COC(=O)C1=C(C)N(CCc2ccccc2)C(=O)C1
  A = 10; B = -9; C = 26; D = 0.5; E = 0.1; F = 4; G = -1; H = 13; I = 7
CCC1(CC)NC(=O)N(CC(=O)OCC(=O)NC(=O)c2ccc(Cl)cc2)C1=O
  A = -1; B = 12; C = -26; D = 0.9; E = 0.6; F = -4; G = 1; H = 4; I = 4
CCN(CCO)Cc1csc2cccc(Br)c12
  A = 7; B = -8; C = -12; D = 0.8; E = -1.1; F = 10; G = -2; H = x; I = 38[fluorescence artefact?]
CC(SCc1ccccc1)C(=O)Nc1ccccc1-c1ccccc1 (configuration not stated)
  A = 2; B = 33; C = 54; D = -2.5; E = -0.1; F = -29; G = 11; H = 9; I = -3
OCCC1CN(Cc2nc3c(s2)CCCC3)CCN1Cc1ccccc1 (configuration not stated)
  A = -3; B = 4; C = -9; D = 1.5; E = 1.1; F = -5; G = x; H = 9; I = 0

# Next part.
canonical_smiles,PPC-1+TRAIL kill,CHOP inhibitor,EP2 mod,TRPN1 ag,TRPML3 agonist,NPY-Y1 PAM-ag,NPY-Y1 antag,EP2 antag,14-3-3 Bad inh
COC(=O)CSc1nnc(-c2ccncc2)o1,23,-6,-5,1.9,0.3,2,-5,2,3[fluorescence artefact?]
Cc1ccc(NC(=O)c2ccc(=O)[nH]c2)cc1S(=O)(=O)N1CCCCC1,26,4,-9,-0.3,0.5,21,x,4,2
Cc1ccccc1-c1ccc(=O)n(CC(=O)Nc2ccc(-n3cnnn3)cc2)n1,2,15,-18&-34,2.9,0.7,-1,x,6&3,6
CC1CCC(NC(=O)CN2CCCN(Cc3ccc(F)cc3Cl)C2=O)CC1 (configuration not stated),13,38,4,0.6,0.8,-14,6,16,-9
CCCCNc1ccccc1C(=O)OCC(=O)Nc1ccc(S(N)(=O)=O)cc1,-8,16,24,-1.1,-0.6,10,3,6,-1
Cc1nc([N+](=O)[O-])cn1CC(O)c1ccc(F)cc1 (configuration not stated),8,-22,-19,0.4,0.4,12,x,6,1
CC(=O)Nn1c(C)nnc1-n1nc(C)cc1C,17,-3,17,1.6,0.7,-1,-1,13,4[fluorescence artefact?]
COc1ccc(CCNC(=O)CCn2c(=O)oc3ccccc32)cc1,-11,-3,-4,0.8,0.1,5,1,10,8
O=C(NCCCc1nc2ccccc2[nH]1)c1ccc(F)cc1,-1,5,-24,-1.0,0.8,13,-2,6,-7
COc1ccccc1NS(=O)(=O)c1cc(NC(=O)CNC(=O)c2ccc(C)s2)ccc1Cl,2,-4,-4,0.4,-0.6,10,1,10,-5
CC(C)Oc1ccc(CCNC(=O)CC2C(=O)NCCN2C)cc1 (configuration not stated),0,10,14,-0.3,0.7,14,x,12,0
CC(C)CCNC(=O)c1ccc(Cl)c(NC(=O)c2ccccc2F)c1,-13,-4,16,-1.9,-0.6,-9,8,9,3
COc1cccc(N/C=C/C(=O)c2ccc(Cl)cc2)c1,53*,38,-5,-1.1,0.5,-4,0,5,-10[fluorescence artefact?]
Cc1c(Br)c([N+](=O)[O-])nn1CC(=O)Nc1sc2c(c1C(=O)OC(C)C)CCCC2,6,44,9,0.8,0.3,6,1,8,-8[fluorescence artefact?]
